HGIII-sPLA2 inh – Inhibits HGIII-sPLA2 liposome hydrolysis, primary screen; Q9NZ20; inhibition, % at 12.2 µM; 370,000 tested, 0.56% active; AID 743126; QFRET BODIPY PC-A2 liposome hydrolysis, fluorescence;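 active = inhibition above mean plus 3 SD of compounds lying within the high and low control bounds, cut at about 19% in these data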;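 also: 0% = median of test compound wells and 100% = no enzyme DMSO wells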
Target sequence (Q9NZ20 whole entry, looked up): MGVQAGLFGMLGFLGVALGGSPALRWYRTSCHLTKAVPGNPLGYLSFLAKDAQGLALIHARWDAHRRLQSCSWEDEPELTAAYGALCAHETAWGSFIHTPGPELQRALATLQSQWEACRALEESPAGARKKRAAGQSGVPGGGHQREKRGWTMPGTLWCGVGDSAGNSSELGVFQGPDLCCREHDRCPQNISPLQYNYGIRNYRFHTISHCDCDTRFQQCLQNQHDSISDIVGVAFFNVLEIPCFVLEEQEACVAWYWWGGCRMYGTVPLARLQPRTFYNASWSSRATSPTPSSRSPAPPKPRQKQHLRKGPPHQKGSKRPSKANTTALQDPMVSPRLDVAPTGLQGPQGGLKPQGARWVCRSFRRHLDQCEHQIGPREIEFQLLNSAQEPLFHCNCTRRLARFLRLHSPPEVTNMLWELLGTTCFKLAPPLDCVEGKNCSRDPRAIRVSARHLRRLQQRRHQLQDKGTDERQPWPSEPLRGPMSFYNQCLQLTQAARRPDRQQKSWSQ
Tn6 DDE FP – disrupts Tn6 cyclic peptide binding to fibrin D-Dimer-E complex; P02675; Fibrin DD(E) TRITC-Tn6 fluorescence polarization displacement; inhibition, % at 8.3 µM; 370,000 tested, 0.21% active; AID 720509;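 active = inhibition above a per-campaign cutoff: mean of compounds within control limits plus 3 SD, cut at about 15% in these data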;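 also: 0% = median of all compound wells on the plate and 100% = blocking peptide control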
ADAM10 inh – ADAM10 inhibition, QFRET primary screen; recombinant ADAM10, EDANS/DABCYL FRET peptide cleavage, 3 h; inhibition, % at 7 µM; 370,000 tested, 0.62% active;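 active = inhibition above a per-campaign cutoff equal to the mean of compounds falling between control-based bounds plus 3 SD, cut at about 20% in these data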;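 also: 0% = DMSO wells while the 100% control is not disclosed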
Target sequence (O14672 214-748 limits assumed): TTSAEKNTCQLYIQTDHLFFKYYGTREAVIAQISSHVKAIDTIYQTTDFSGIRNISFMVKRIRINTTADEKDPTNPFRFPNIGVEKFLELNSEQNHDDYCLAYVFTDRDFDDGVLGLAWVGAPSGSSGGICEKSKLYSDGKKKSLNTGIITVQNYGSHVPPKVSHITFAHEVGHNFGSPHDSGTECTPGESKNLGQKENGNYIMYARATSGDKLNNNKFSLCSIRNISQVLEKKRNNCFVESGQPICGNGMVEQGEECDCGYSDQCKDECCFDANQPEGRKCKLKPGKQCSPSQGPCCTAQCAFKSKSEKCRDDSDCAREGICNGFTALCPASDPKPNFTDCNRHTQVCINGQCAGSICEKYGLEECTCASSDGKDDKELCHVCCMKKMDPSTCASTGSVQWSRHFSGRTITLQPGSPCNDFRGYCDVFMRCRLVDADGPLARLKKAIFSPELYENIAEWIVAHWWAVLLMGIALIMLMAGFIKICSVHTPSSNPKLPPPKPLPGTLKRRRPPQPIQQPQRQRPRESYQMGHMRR
proKLK7 act – activators of human kallikrein-7 zymogen; P49862; purified proKLK7, EDANS-DABCYL substrate fluorescence; 100% is mature enzyme control, 0% vehicle; activation, % at 7 µM; 370,000 tested, 0.9% active; AID 652039;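 active = activation above the mean of all tested compounds plus 3 SD, computed per campaign excluding outliers beyond control limits, cut at about 13% in these data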
ASAP1 inh – inhibitors of human ASAP1 ArfGAP activity | ASAP1-stimulated ARF1 GTP hydrolysis, GDP FP detection | inhibition, % at 16.5 µM | 360,000 tested, 0.19% active; in the data active = inhibition above about 25%;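 also: 0% = vehicle with enzyme and substrate and 100% = no enzyme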
ARFGAP1 inh – rat ARFGAP1 inhibition; inhibition, % at 16.5 µM; 360,000 tested, 0.26% active; Arfgap1-stimulated ARF1 GTP hydrolysis, GDP FP detection; AID 651572;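 active = inhibition above a per-plate limit, mean inhibition of low control wells plus 3 SD, cut at about 25% in these data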;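 also: 0% = DMSO wells with enzyme and 100% = wells lacking Arfgap1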
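material = rat Arfgap1 catalytic domain, aa 1-136 | also added = human ARF1(Δ1-17)-GTP substrate | compound dosing = one concentration, 16.5 µM, DMSO 1.26% | times = GTP hydrolysis reaction 2 h at 25 °C | measured by = FP, GDP Alexa 633 tracer displaced from anti-GDP antibody, 620/688 nm | evaluation = percent inhibition of Arfgap1-stimulated GTP hydrolysis | replication = single well per compound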
GAA850 FXN act – increases GAA850 frataxin promoter reporter activity | HEK293 lucGAA850 FXN promoter luciferase reporter, 24 h; percent of 10 µM SAHA response | activation, % at 6 µM | 360,000 tested, 0.56% active | AID 540364;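 active = activation above the average of all compounds screened plus 3 SD, cutoff fixed separately per campaign, cut at about 7.5% in these data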;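 also: 0% = DMSO wells and 100% = 10 µM SAHA wells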
GC-B act – GC-B (human) receptor activation | P20594 | HEK293-GC-B cells, CNP EC30, cGMP TR-FRET; 0% at EC30 CNP, 100% saturating CNP | activation, % at 10 µM | 370,000 tested, 0.11% active | AID 1920062;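 active = activation at 10 µM reaching about 35% in either raw or pattern-adjusted values, limit read from the data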
NPR1 activator – GC-A (human) enzyme activation. HEK293 GC-A cells, cGMP TR-FRET, EC30 ANP; 0% at EC30 ANP, 100% saturating ANP. activation, % at 10 µM. P16066. 370,000 tested, 0.14% active; in the data active = activation above about 40%
rCAG RNA binder – binds r(CAG) RNA repeats. inhibition, % at 3 µM. r(CAG) RNA repeat, TO-PRO-1 dye displacement fluorescence. 370,000 tested, 1.3% active;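 active = inhibition above the plate cutoff, the mean of all test compounds on that plate plus 3 SD, cut at about 35% in these data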;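 also: 0% = DMSO alone and 100% = 100 µM mitoxantrone as full dye displacement; higher means more dye released from RNA so lower well fluorescence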
An asterisk follows results filed as active; i = inactive; . = not tested or not shown. Rows were taken by chance, and some 4.5% of all compounds hit somewhere here.

Molecule,HGIII-sPLA2 inh,Tn6 DDE FP,ADAM10 inh,proKLK7 act,ASAP1 inh,ARFGAP1 inh,GAA850 FXN act,GC-B act,NPR1 activator,rCAG RNA binder
Oc1cccc(C=NNc2ccccn2)c1,-5,1,-6,-1.5,7,-9,0.6,2,0,4
O=C(Nc1nc2c(s1)CN(Cc1ccccc1)CC2)C1CCCC1,-2,0,-34,-0.5,-6,10,1.0,-1,7,-5
Cc1ccc(/C(O)=C2/C(=O)C(=O)N(c3ccccn3)C2c2cccc([N+](=O)[O-])c2)cc1 (configuration not stated),14,-16,-11,0.1,-9,3,1.4,-6,1,22
CC(C)=CCc1c(O)c(CC=C(C)C)c2c(c1O)C(=O)CC(c1ccc(O)cc1)O2 (configuration not stated),-4,0,16,0.1,14,7,2.4,-2,17,23
COc1ccc(N(CC(=O)Nc2cccc3ccccc23)S(C)(=O)=O)cc1,-7,-4,0,-0.2,0,-11,0.0,-6,-7,0
CCc1ccc(N2CC(C(=O)NC3CC3)CC2=O)cc1 (configuration not stated),5,1,3,-0.3,-14,4,0.2,-1,3,-2
NC1=C(c2ccc(F)cc2)C(=O)CS1,5,3,1,-0.3,14,-3,0.4,-3,3,9
O=C(CCN1C(=O)c2ccccc2C1=O)Nc1ccc(-c2cn3ccsc3n2)cc1,-1,0,4,-0.6,8,10,-4.3,3,0,4
CCN1C(=O)[C@H]2[C@H]3CN=C(SCc4ccccc4)N3[C@@](Cc3ccccc3)(C(=O)OC)[C@H]2C1=O,-4,6,-2,-0.3,0,-1,0.5,-4,-1,0
OC(CCN1CCOCC1)(c1ccc(Cl)cc1)C1CCCCC1 (configuration not stated),8,1,-11,-0.7,-6,0,0.1,-19,-19,-11
O=C(CNc1ccccc1)N/N=C/c1ccc2c(c1)OCCO2,19,-4,-12,-0.2,7,-11,3.1,-2,2,1
CCC(=O)N1CCN(c2ccnc3cc(Cl)ccc23)CC1,15,-2,-8,-0.5,4,11,-1.2,-5,0,-5
S=c1nc(-c2cc(Cl)ccc2Cl)[nH][nH]1,-7,8,7,-0.4,1,0,2.5,-12,0,27
CCn1cc(CNC(=O)c2cc(COc3ccc(F)cc3Cl)on2)cn1,-4,-2,-1,-0.5,10,-1,-1.8,3,30,-5
COc1cc(NC(=O)CSc2nc3ccccc3cc2C)c(C(=O)O)cc1OC,-4,4,-59,-0.3,5,13,0.9,-1,-6,25
Cn1c(=O)c2c(Nc3ccc(F)cc3)cc(=O)n(-c3ccccc3)c2n(C)c1=O,4,1,-6,0.7,-1,-1,1.0,-1,-3,-3
COc1cc(C(C)=O)ccc1OCC(O)CN1CCN(c2c(C)cccc2C)CC1 (configuration not stated),-18,-4,0,0.1,8,2,0.4,4,-2,-12
CCCc1nc2ccc(C)cn2c1Cc1ccsc1,10,-3,-68,0.2,0,6,.,-1,0,3
COc1ccc(C2=Nc3ccccc3N(C(=O)c3cnccn3)C2C(=O)NC2CCCC2)cc1 (configuration not stated),0,-2,-13,0.9,-2,1,.,-5,-2,2
Cc1ccc(N(CC(=O)NC2CCCC2)C(=O)CNC(=O)c2cccs2)c(C)c1,1,0,6,-0.3,7,4,-1.4,-7,-1,-3
COc1ccc(/C=C/c2nnc(NC(=O)CSc3ccc(C)cc3)s2)cc1,-4,1,-14,-0.6,-2,4,6.3,-3,1,9
Cc1ccc(NC(=O)Cn2c([N+](=O)[O-])cnc2C)cc1Cl,6,3,-5,-0.5,2,-19,-1.6,2,1,2
CC(=O)NC(=S)Nc1ccccc1F,2,-4,7,-0.5,-9,-2,1.5,3,2,6
CCC(=O)c1ccc(OCC(=O)Nc2ccccc2N2CCOCC2)cc1,-7,-7,-3,-0.1,2,21,-2.4,-1,3,4
O=C(COc1ccc2cc(Br)ccc2c1)N1CCOCC1,-8,4,1,0.2,4,5,0.5,-7,-5,1
COc1cc(C(=O)NCC(=O)OCC(=O)N2CCc3ccccc32)cc(OC)c1OC,-1,6,-5,0.9,-10,3,2.0,5,3,-4
c1ccc(N2CCN(Cc3cn4cccnc4n3)CC2)cc1,9,5,-28,1.1,5,2,-1.7,4,2,-1
Cc1ccc(S(=O)(=O)N(C)c2ccc(C(=O)Nc3ccccc3C(=O)N3CCOCC3)cc2)cc1,-1,4,-8,0.0,-1,1,1.3,2,-5,-6
CCOc1cnn(-c2ccccc2)c(=O)c1Cl,5,-2,2,0.0,0,2,0.7,-1,-1,-1
O=C(OC1CCOC1=O)c1ccc(-c2nc3ccccc3s2)s1 (configuration not stated),-2,5,-359,26*,-8,-3,0.9,5,3,7

Structural class: those above containing a thiophene ring, fused or not.
Molecule,HGIII-sPLA2 inh,Tn6 DDE FP,ADAM10 inh,proKLK7 act,ASAP1 inh,ARFGAP1 inh,GAA850 FXN act,GC-B act,NPR1 activator,rCAG RNA binder
CCCc1nc2ccc(C)cn2c1Cc1ccsc1,10,-3,-68,0.2,0,6,.,-1,0,3
Cc1ccc(N(CC(=O)NC2CCCC2)C(=O)CNC(=O)c2cccs2)c(C)c1,1,0,6,-0.3,7,4,-1.4,-7,-1,-3
O=C(OC1CCOC1=O)c1ccc(-c2nc3ccccc3s2)s1 (configuration not stated),-2,5,-359,26*,-8,-3,0.9,5,3,7

Reformatted as labelled records: entries from further up.
Cc1ccc(N(CC(=O)NC2CCCC2)C(=O)CNC(=O)c2cccs2)c(C)c1
- HGIII-sPLA2 inh: 1
- Tn6 DDE FP: 0
- ADAM10 inh: 6
- proKLK7 act: -0.3
- ASAP1 inh: 7
- ARFGAP1 inh: 4
- GAA850 FXN act: -1.4
- GC-B act: -7
- NPR1 activator: -1
- rCAG RNA binder: -3
COc1ccc(/C=C/c2nnc(NC(=O)CSc3ccc(C)cc3)s2)cc1
- HGIII-sPLA2 inh: -4
- Tn6 DDE FP: 1
- ADAM10 inh: -14
- proKLK7 act: -0.6
- ASAP1 inh: -2
- ARFGAP1 inh: 4
- GAA850 FXN act: 6.3
- GC-B act: -3
- NPR1 activator: 1
- rCAG RNA binder: 9

Going on with the list.
Labels used below: A = HGIII-sPLA2 inh; B = Tn6 DDE FP; C = ADAM10 inh; D = proKLK7 act; E = ASAP1 inh; F = ARFGAP1 inh; G = GAA850 FXN act; H = GC-B act; I = NPR1 activator; J = rCAG RNA binder
> COCCNC(=O)C1(C)CCCN(C(=O)c2cc(OC)c(OC)c(OC)c2)C1 (configuration not stated)
  A = -2; B = -1; C = -7; D = -0.4; E = -4; F = -8; G = 1.4; H = 0; I = 1; J = 0

> CCC(C)NC(=O)C1CCN(S(=O)(=O)c2ccc3[nH]c(=O)oc3c2)CC1 (configuration not stated)
  A = 2; B = -2; C = 1; D = 0.6; E = .; F = .; G = .; H = -2; I = 3; J = 7

> CC(C)Cn1c(N)c(C(=O)CSc2ncccn2)c(=O)n(C)c1=O
  A = 19; B = -2; C = -9; D = 0.1; E = -3; F = 20; G = 0.9; H = -4; I = -7; J = -6

> COc1ccc(S(=O)(=O)NCc2cccnc2)cc1OC
  A = 6; B = 1; C = 6; D = -0.6; E = 8; F = -6; G = 2.6; H = 5; I = 4; J = -2

> CC(C)c1ccc(/C=C/C(=O)NCCC2=CCCCC2)cc1
  A = -6; B = -3; C = 7; D = 0.1; E = 2; F = -5; G = 1.9; H = 2; I = 3; J = 2

> COc1ccc2c(c1)nc(SCC(=O)C(C)(C)C)n2C
  A = 1; B = -4; C = -4; D = -0.3; E = 5; F = 1; G = 2.3; H = -3; I = -2; J = -5

> COc1ccc2nc(NC(C)=O)sc2c1
  A = -1; B = -6; C = 0; D = 0.2; E = -1; F = 4; G = 2.0; H = 5; I = 6; J = 2

> CCCCOC(=O)c1nnc(-c2ccc(Cl)cc2)o1
  A = -4; B = -3; C = -3; D = 0.9; E = -20; F = 4; G = 0.9; H = 3; I = 1; J = -4

> CCCS(=O)(=O)NC(=O)C1(C)CCCN(C(=O)c2ccc(OC)cc2)C1 (configuration not stated)
  A = 4; B = 3; C = 3; D = 0.0; E = -9; F = -3; G = -0.7; H = -4; I = 4; J = 2

> CN(C)c1ccc(/C=C(\NC(=O)c2ccccc2)C(=O)NCc2cccnc2)cc1
  A = 1; B = 1; C = -4; D = 0.0; E = 17; F = -5; G = -0.2; H = 1; I = -3; J = -2

> CN(C)C(=S)Nc1cccc(C(F)(F)F)c1
  A = 0; B = 5; C = 5; D = 0.1; E = -1; F = 11; G = 2.2; H = 3; I = -2; J = 0

> CCOCCCNc1nc2c(c(=O)n(C)c(=O)n2C)n1CCCc1ccccc1
  A = 7; B = -1; C = -3; D = 0.2; E = -1; F = 10; G = -0.9; H = 1; I = 5; J = -12

> Cc1cc(F)ccc1S(=O)(=O)N1CCCOC1CNC(=O)C(=O)NCCCN1CCOCC1 (configuration not stated)
  A = 2; B = 0; C = 1; D = -0.5; E = 5; F = 13; G = -0.4; H = -7; I = -2; J = -6

> COC(=O)c1cc2sccc2n1CC(=O)Nc1cc(OC)cc(OC)c1
  A = -6; B = -2; C = 12; D = 1.5; E = 4; F = 11; G = 0.1; H = -17; I = -25; J = 8

> Cc1c(C(=O)N2CCCC2)oc2c1-c1[nH]ncc1CC2
  A = -3; B = 1; C = -45; D = 0.1; E = -2; F = 1; G = -0.4; H = -2; I = 3; J = 2

> CNC(=O)COc1ccccc1C(=O)Nc1ccc2c(c1)oc1ccccc12
  A = -34; B = -6; C = i; D = 55*; E = -6; F = 10; G = -3.3; H = -12; I = -1; J = 19

> O=C(CC1(CC(=O)N2CCOCC2)CCCC1)Nc1ccc(F)cc1
  A = 3; B = 7; C = -12; D = 0.0; E = -8; F = -7; G = -0.2; H = 2; I = 0; J = 0

> CC(=O)C1(C(=O)NCc2ccccc2)CC(c2ccccn2)=NO1 (configuration not stated)
  A = 14; B = -1; C = -21; D = 0.4; E = .; F = .; G = .; H = -1; I = 3; J = 5

> Cc1[nH]n(-c2ccccc2)c(=O)c1N=Nc1ccc(C(N)=O)cc1
  A = 8; B = 13; C = 5; D = -0.3; E = 14; F = 7; G = 0.8; H = -5; I = -5; J = 1

> O=C1NC2(CCCCO2)CO1 (configuration not stated)
  A = 5; B = 5; C = 4; D = -0.1; E = 9; F = -7; G = 0.8; H = 7; I = 3; J = 2

> O=C(COC(=O)c1ccc(O)cc1O)NC(=O)c1ccccc1
  A = 2; B = -1; C = -9; D = 0.0; E = 2; F = 2; G = -0.5; H = 3; I = -4; J = -6

> CCOC(=O)c1c(N)sc2c(NC(C)=O)cccc12
  A = 1; B = 3; C = 1; D = -0.3; E = 3; F = 7; G = 0.8; H = 3; I = 2; J = -2

Three compounds out of the list above, arranged by the value under HGIII-sPLA2 inh, falling:
| molecule | HGIII-sPLA2 inh | Tn6 DDE FP | ADAM10 inh | proKLK7 act | ASAP1 inh | ARFGAP1 inh | GC-B act | NPR1 activator |
| --- | --- | --- | --- | --- | --- | --- | --- | --- |
| NC1=C(c2ccc(F)cc2)C(=O)CS1 | 5 | 3 | 1 | -0.3 | 14 | -3 | -3 | 3 |
| O=C(Nc1nc2c(s1)CN(Cc1ccccc1)CC2)C1CCCC1 | -2 | 0 | -34 | -0.5 | -6 | 10 | -1 | 7 |
| COc1cc(NC(=O)CSc2nc3ccccc3cc2C)c(C(=O)O)cc1OC | -4 | 4 | -59 | -0.3 | 5 | 13 | -1 | -6 |

Screening data as filed in PubChem.
